Screening data: PubChem, several laboratories
PMI act satM6P: PMI (human) activation, high substrate | hit rate 0.34% among 190,000 | activation factor at 20 µM | AID 1216 | coupled PMI enzyme assay, resazurin fluorescence, 20 min; hits give high values; 1 = untreated enzyme, 0 = substrate-free blank | P34949;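 active = activation factor of 2 or more at 20 µM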
Target sequence (P34949 whole entry, looked up): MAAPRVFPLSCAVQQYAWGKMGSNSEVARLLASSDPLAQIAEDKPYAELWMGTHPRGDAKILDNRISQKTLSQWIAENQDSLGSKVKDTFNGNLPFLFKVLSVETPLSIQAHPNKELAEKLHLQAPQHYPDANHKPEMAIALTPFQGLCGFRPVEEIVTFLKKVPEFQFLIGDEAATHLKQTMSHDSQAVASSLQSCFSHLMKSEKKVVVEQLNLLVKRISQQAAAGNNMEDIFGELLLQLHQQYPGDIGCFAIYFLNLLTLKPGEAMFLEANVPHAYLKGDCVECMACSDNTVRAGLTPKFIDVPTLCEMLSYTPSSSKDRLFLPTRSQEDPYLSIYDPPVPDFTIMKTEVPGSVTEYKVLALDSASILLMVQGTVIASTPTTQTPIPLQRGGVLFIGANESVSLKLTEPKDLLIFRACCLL
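Test system – human PMI in coupled enzyme assay · Timing – 20 min incubation at room temperature · Detection – Diaphorase-driven resazurin-to-resorufin fluorescence, excitation 544, emission 590 nm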
L major viab: inhibitors of Leishmania major promastigote growth | Leishmania major promastigotes, resazurin fluorescence viability | inhibition, % at 10 µM | hit rate 9% among 200,000 | AID 1063;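 also: promastigotes grown with compound for 44 hours at 28 °C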
Diaphorase inh: counter-screen for diaphorase-based assays: diaphorase inhibitors and chemical oxidizers; hit rate 0.69% among 190,000; inhibition, % at 20 µM; diaphorase resazurin-to-resorufin fluorescence, NADH, 16 min; bacterial (C. kluyveri) enzyme, not human;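 active = primary screen inhibition at 20 µM above a set limit, cut at about 50% in these data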;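 also: plate controls were DMSO with full reaction for no effect and wells lacking NADH for full effect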
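Test system: diaphorase enzyme from Clostridium kluyveri; amount: diaphorase at 0.14 U/mL in enzyme working solution; detection: fluorescence of resorufin formed from resazurin, Ex 544/Em 590 nm; times: reaction incubation of 16 min at room temperature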
Redox H2O2 prof: compounds producing H2O2 with reducing agent – biochemical, NIH compound library profiling, artefact control for MLSCN library redox annotation, primary screen | activation, % at 10 µM | DTT-dependent redox cycling H2O2, phenol red/HRP absorbance; 100% = 100 µM peroxide control, 0% = buffer | hit rate 0.03% among 200,000;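 active = activation of at least 50% relative to the plate's high and low controls in the primary single-dose screen; inactive = activation below 50%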;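 also: compound incubated with DTT at 0.8 mM final as the reducing agent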
PMI activator: phosphomannose isomerase (human) activation; P34949; purified human PMI, coupled resazurin fluorescence, 20 min; hits give high values; 1 = vehicle control, 0 substrate-free wells; activation factor at 20 µM; hit rate 0.005% among 190,000; AID 1214;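 active = activation factor of 2 or more at 20 µM, relative to plate controls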
Diaph act CS: activates diaphorase or chemically reduces, flagging diaphorase assay artifacts. Diaphorase/resazurin coupled assay, resorufin fluorescence, 16 min; hits give high values; 1 = vehicle wells, 0 = NADH-free wells. hit rate 0.005% among 190,000. activation factor at 20 µM;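 active = diaphorase activity raised at least twofold by the compound at 20 µM; inactive = activation factor below 2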
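Measured by – red resorufin fluorescence at 544/590 nm excitation/emission · Test system – Clostridium kluyveri diaphorase, purified enzyme · Incubation – reaction time 16 min, room temperature · Buffer or medium – 50 mM HEPES pH 7.4 with 4.542 mM MgCl2, 0.005% Tween 20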
Hsp70 act: Hsp70 transcriptional activation, primary screen; HeLa Hsp70 promoter luciferase reporter, luminescence; scaled: vehicle 0, proteasome-inhibitor control 100%; activation, % at 10 µM; AID 1203; hit rate 0.04% among 200,000;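 active = activation above the mean across all tested compounds plus 3 SD, cutoff set per campaign, cut at about 5.5% in these data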;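 also: 100% = MG132 at 30 µM as the positive control and 0% = DMSO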
RAM inhibit: blocks the yeast RAM network | S. cerevisiae dse1pr::URA3 reporter, 5-FOA growth OD615, 2 d; analog-sensitive cbk1-as2 kinase mutant strain | inhibition, % at 50 µM | hit rate 1.8% among 190,000;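 active = inhibition above a set limit, 3 SD over mean compound inhibition, cut at about 8.4% in these data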;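 also: 0% = DMSO-only wells with no growth and 100% = 10 µM 1-NA-PP1 full growth; inhibition rescues growth on 5-FOA so higher OD means more RAM inhibition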
TLR4-MyD88 BLA: blocks binding of human TLR4 to MyD88; O00206+Q99836; HeLa CL3-4 TLR4/MyD88 BLA complementation, FRET ratio; inhibition, % at 8.4 µM; hit rate 0.18% among 200,000; AID 861; in the data active = inhibition above about 25%;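 also: 0% = vehicle and 100% = reference inhibitor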
G6PDH counter: L. mesenteroides G6PDH inhibition counter-screen. Purified L. mesenteroides G6PDH, diaphorase/resazurin coupled fluorescence, 45 min. hit rate 0.12% among 200,000. inhibition, % at 5 µM
S1P3 antagonist: antagonists of human S1P3 receptor; CHO S1P3 NFAT-BLA reporter, FRET fluorescence, antagonist mode; inhibition, % at 4.98 µM; hit rate 0.27% among 170,000;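 active = inhibition above the plate cutoff, the mean inhibition of test wells on that plate plus 3 SD, cut at about 28% in these data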;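 also: cells challenged with S1P at its EC80 of 0.8 µM; blue over green emission ratio from cleaved BLA substrate after 4 h stimulation; 0% = S1P-stimulated wells and 100% = unstimulated DMSO-only wells; some compounds past the cut are filed as inactive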
Target sequence (Q99500 whole entry, looked up): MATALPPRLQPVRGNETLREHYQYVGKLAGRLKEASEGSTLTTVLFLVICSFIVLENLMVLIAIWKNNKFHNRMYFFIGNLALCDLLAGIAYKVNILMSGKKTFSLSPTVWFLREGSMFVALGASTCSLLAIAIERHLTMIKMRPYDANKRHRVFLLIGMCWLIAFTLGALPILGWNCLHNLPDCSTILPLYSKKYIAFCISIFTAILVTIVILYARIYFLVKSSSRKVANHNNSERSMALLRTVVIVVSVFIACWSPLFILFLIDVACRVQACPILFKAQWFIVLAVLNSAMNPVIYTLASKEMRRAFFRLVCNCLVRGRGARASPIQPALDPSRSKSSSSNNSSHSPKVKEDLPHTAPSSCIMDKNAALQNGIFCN
* = called active by the depositor; . = not tested or not shown. Rule as the data show it, unless noted: active = inhibition above about 50%; inactive = the rest. Compounds were not picked by outcome; 12% or so of the library scored in one or more.

SMILES | PMI act satM6P | L major viab | Diaphorase inh | Redox H2O2 prof | PMI activator | Diaph act CS | Hsp70 act | RAM inhibit | TLR4-MyD88 BLA | G6PDH counter | S1P3 antagonist
CCn1cc(S(=O)(=O)c2ccc(C)cc2)[nH]c1=O | 1.1 | -1 | 1 | -1.7 | 1.1 | 1 | -0.3 | 2.0 | 0 | 2 | -21
O=C(NCC1CCCCC1)c1cccc(S(=O)(=O)NCc2cccnc2)c1 | 0.9 | 11 | 11 | -0.4 | 1 | 0.9 | -0.4 | -0.6 | 8 | 2 | -14
COCCCNC(=O)c1ccc2c(c1)ncn2-c1ccccc1OC | 1.1 | -2 | -12 | 1.5 | 1 | 1.1 | -0.1 | 1.3 | -16 | 28 | -13
CNC(=O)CC1C(=O)N(C)C(=S)N1NC(=O)c1ccc(Cl)cc1 (stereo unspecified) | 0.9 | -6 | 0 | -2.7 | 1 | 1 | 0.2 | 4.3 | -6 | 0 | .
COc1ccccc1NC(=O)CCN1CCN(CCC(=O)Nc2ccccc2OC)CC1 | 1.1 | . | -12 | . | 1.1 | 1.1 | . | . | . | 10 | 12
COc1ccc(-n2nnnc2/C=C\Nc2ccccc2C(=O)c2ccccc2)cc1 | 0.9 | 6 | 0 | 1.0 | 1 | 1 | -0.1 | 0.9 | -4 | 11 | .
Cc1ccc(N/C(N)=N/c2nc(C)cc(C)n2)cc1 | 0.8 | 17 | 6 | -0.4 | 1 | 0.9 | -0.5 | 2.4 | -8 | 2 | 10
Cn1c(=O)c2c(ncn2CC(=O)N2CCN(c3ccccc3)CC2)n(C)c1=O | 1 | -3 | 8 | -0.7 | 0.9 | 0.9 | 0.0 | 0.6 | 1 | 4 | -18
COc1ccc(CNCc2cccc(Cl)c2)cc1 | 1.1 | 66* | 13 | -0.2 | 1 | 0.9 | -0.4 | 0.8 | 2 | 1 | 2
C=CCN(C(=O)CNC(=O)c1ccco1)C(C(=O)NC1CCCCC1)c1ccc(F)cc1 (stereo unspecified) | 0.9 | 0 | 17 | 2.4 | 1 | 0.8 | -0.6 | 3.9 | -13 | 10 | -10
Cc1ccc(-c2nnc(Nc3ccc(CC(N)=O)cc3)c3ccccc23)cc1 | 0.9 | 10 | 8 | 1.0 | 0.9 | 0.9 | -0.6 | -0.5 | -1 | -2 | .
CC(C)Sc1nc2c(c(=O)[nH]c(=O)n2C)n1C | 1.1 | -2 | -20 | 2.4 | 1.1 | 1.2 | 0.0 | 0.8 | 7 | 14 | -23
CCCCNC(=O)CCCn1c(=O)c2ccccc2n(CC(=O)NCCC2=CCCCC2)c1=O | 0.9 | 0 | 22 | 31 | 0.9 | 0.8 | -0.1 | 3.6 | -3 | 4 | -36
CCn1ccnc1C(O)c1cccc(OC)c1OC (stereo unspecified) | 1 | -5 | 11 | -0.5 | 0.9 | 0.9 | -0.3 | 4.0 | 6 | 14 | -39
CC(=O)N1CCN(c2ccc([N+](=O)[O-])cc2C#N)CC1 | 0.9 | -1 | 7 | -0.3 | 1 | 0.9 | -0.1 | 0.6 | 8 | 6 | -21
N/C(=N\OS(=O)(=O)c1ccc(Cl)cc1)c1ccncc1 | 1.1 | 35 | 3 | 0.4 | 1 | 1 | -0.3 | 0.7 | -3 | -5 | .
CCC1Oc2ccc(C)cc2N(CC(=O)N(Cc2cccnc2)Cc2cccc(F)c2)C1=O (stereo unspecified) | 0.8 | 93* | 20 | 0.0 | 0.9 | 0.8 | 0.0 | -0.1 | -5 | 10 | .
CCCn1c(=N)n(CC(O)c2ccco2)c2ccccc21 (stereo unspecified) | 1 | 24 | 11 | -0.3 | 1 | 0.9 | -0.3 | 2.3 | -1 | 1 | -13
COc1ccc(CCN2C(=O)CS/C2=N/NC(=O)c2ccccc2F)cc1OC | 0.9 | -3 | 15 | 3.6 | 0.8 | 0.8 | -0.4 | 1.1 | -9 | 16 | 0
COc1cccc(CNC(=O)CCC2CCCN(c3cc(C)nc(N(C)C)n3)C2)c1 (stereo unspecified) | 1 | -6 | 4 | -0.5 | 1 | 1 | -0.6 | 3.5 | 1 | 3 | -3
CCOC(=O)CSC1=C(C#N)C(c2ccc(C)o2)CC(=O)N1 (stereo unspecified) | 0.8 | -2 | 16 | -0.1 | 0.9 | 0.8 | 0.8 | 0.7 | -5 | 12 | -21
CC(Sc1nc2cc([N+](=O)[O-])ccc2n1-c1ccc(F)cc1)C(=O)NCc1ccc2c(c1)OCO2 (stereo unspecified) | 0.7 | 9 | 28 | 1.5 | 0.5 | 0.7 | -0.4 | 3.9 | -5 | 10 | 0
CSCCC(C(=O)N1CC2(C)CC1CC(C)(C)C2)N1C(=O)c2ccccc2C1=O (stereo unspecified) | 1 | 0 | 31 | 0.1 | 1 | 0.7 | -0.5 | -1.6 | -2 | -1 | .
CCn1cc(/C=C2/SC(=S)NC2=O)c(C)n1 | 1.1 | -5 | 7 | -0.4 | 1.1 | 0.9 | 0.0 | -0.4 | -1 | 7 | -18
CN1CCN(c2ccc(NC(=O)c3ccc4c(c3)OCCO4)cc2Cl)CC1 | 1 | 6 | 6 | -0.2 | 1 | 0.9 | -0.1 | 2.4 | -5 | 3 | -4

Fetched one by one from the entries so far, four records:
SMILES | PMI act satM6P | L major viab | Diaphorase inh | Redox H2O2 prof | PMI activator | Diaph act CS | Hsp70 act | RAM inhibit | TLR4-MyD88 BLA | G6PDH counter | S1P3 antagonist
CCC1Oc2ccc(C)cc2N(CC(=O)N(Cc2cccnc2)Cc2cccc(F)c2)C1=O (stereo unspecified) | 0.8 | 93* | 20 | 0.0 | 0.9 | 0.8 | 0.0 | -0.1 | -5 | 10 | .
COc1ccc(CNCc2cccc(Cl)c2)cc1 | 1.1 | 66* | 13 | -0.2 | 1 | 0.9 | -0.4 | 0.8 | 2 | 1 | 2
CCn1cc(/C=C2/SC(=S)NC2=O)c(C)n1 | 1.1 | -5 | 7 | -0.4 | 1.1 | 0.9 | 0.0 | -0.4 | -1 | 7 | -18
CNC(=O)CC1C(=O)N(C)C(=S)N1NC(=O)c1ccc(Cl)cc1 (stereo unspecified) | 0.9 | -6 | 0 | -2.7 | 1 | 1 | 0.2 | 4.3 | -6 | 0 | .

Additional compounds
SMILES | PMI act satM6P | L major viab | Diaphorase inh | Redox H2O2 prof | PMI activator | Diaph act CS | Hsp70 act | RAM inhibit | TLR4-MyD88 BLA | G6PDH counter | S1P3 antagonist
CC(=O)N1CCc2cc(S(=O)(=O)NCCC(=O)NCCc3ccc(C)cc3)ccc21 | 0.9 | -4 | 6 | -2.5 | 0.8 | 0.9 | -0.3 | -0.5 | 12 | 4 | 10
Cc1nn(C)c(=O)n1-c1ccc(OCc2ccccc2)cc1 | 0.9 | -7 | 14 | 0.5 | 0.9 | 0.9 | 0.1 | 1.2 | -8 | -13 | .
Cc1c(NC(=O)CC2NC(=O)NC2=O)c(=O)n(-c2ccccc2)n1C (stereo unspecified) | 1 | -7 | 0 | -0.7 | 1.1 | 1 | -0.1 | 0.3 | 0 | 3 | -13
CCN(c1ccccc1)S(=O)(=O)c1ccc(C(=O)NCCCn2ccnc2)cc1 | 1.1 | -3 | -23 | 0.2 | 1.1 | 1.2 | -0.1 | 1.0 | -3 | 3 | -12
O=[N+]([O-])c1ccc(Sc2ccccc2)nc1 | 1 | -4 | 7 | -0.9 | 1.1 | 0.9 | -0.3 | 0.0 | -10 | 3 | 3
CC1CN(C(=O)Nc2ccc(Br)cc2Cl)CC(C)O1 (stereo unspecified) | 0.8 | -3 | 10 | -0.3 | 0.9 | 0.9 | -0.3 | 2.8 | -3 | 5 | -3
COc1ccc(N2CCN(C(=O)Cn3cnc4c3c(=O)n(C)c(=O)n4C)CC2)cc1 | 0.8 | -2 | 26 | -0.1 | 0.9 | 0.7 | 0.1 | 2.3 | -1 | 3 | 3
CC1C/C(=C/c2cccn2C)C(=O)/C(=C/c2cccn2C)C1 (stereo unspecified) | 1.9 | 86* | 6 | 1.2 | 1.6 | 0.9 | 0.2 | 0.5 | 55* | 10 | .
COc1ccc(/C(C)=N/Nc2cccc(C(=O)O)c2)cc1OC | 2.5* | 13 | 12 | 0.3 | 1.6 | 0.9 | -0.1 | -0.2 | 0 | 12 | -17
Cc1onc(-c2ccccc2)c1C(=O)Nc1nnc(N2CCCCCC2)s1 | 1 | -8 | 2 | -0.5 | 1 | 1 | -0.3 | 2.2 | 3 | 9 | -7
Cc1ccc(C(=O)C(c2ccccc2)N2Cc3ccccc3C2=N)cc1 (stereo unspecified) | 1.2 | 99* | 9 | 0.0 | 1.1 | 0.9 | -0.3 | -1.0 | -5 | 7 | 4
CCOC(=O)C1CCCN(C(=O)c2sc3nc(-c4ccc(F)cc4)cn3c2C)C1 (stereo unspecified) | 1 | 1 | 10 | -0.3 | 0.9 | 0.9 | 0.1 | 3.5 | -6 | 9 | 0
CC(C)(C)c1ccc(-c2nn(CCC#N)cc2/C=N/O)cc1 | 0.9 | 15 | 13 | -0.9 | 0.9 | 0.9 | -0.4 | -0.6 | 2 | 2 | 13
Cn1c(N)c(C(=O)COC(=O)c2cc(-c3ccco3)nc3ccccc23)c(=O)n(Cc2ccccc2)c1=O | 1.3 | 0 | 13 | 0.4 | 1.3 | 0.9 | -0.1 | 2.0 | 6 | 7 | -18
Cn1c(=O)n(CC(=O)Nc2ccccc2)c2ccccc21 | 0.8 | 1 | 23 | -0.1 | 0.8 | 0.8 | -0.3 | 1.6 | -17 | 5 | .
CC(C)O/N=C1\C(=O)N(c2ccccc2)c2ccccc21 | 1 | 22 | 14 | -1.0 | 1 | 0.9 | -0.1 | -0.1 | 1 | 2 | -29
CCOC(=O)Cc1csc(NC(=O)c2sc3nc4cc(C)ccc4cc3c2N)n1 | 0.9 | 13 | 12 | -0.6 | 0.9 | 0.9 | -0.2 | 2.6 | 13 | -25 | -1
CC(CN1CCOCC1)OC(=O)C(C)(c1ccccc1)c1ccccc1 (stereo unspecified) | 1.2 | 55* | 3 | 1.0 | 1.2 | 1 | -0.6 | -0.9 | -11 | 7 | .
CCCC12C(=O)C(C)(C(c3ccccc3)=C1c1ccccc1)C1C(=O)N(c3ccc(C)cc3)C(=O)C12 (stereo unspecified) | 0.9 | 31 | 7 | -0.1 | 1 | 0.9 | -0.3 | 3.8 | 11 | -5 | 0
Cc1ccc(S(=O)(=O)N2CCCCC2)cc1NC(=O)CSc1nncn1-c1ccccc1 | 0.9 | -1 | 36 | 0.0 | 0.9 | 0.6 | 0.4 | 0.5 | 4 | 4 | -20
COc1ccc(NC(=O)C(Cc2ccccc2)NC(=O)c2ccco2)cc1OC (stereo unspecified) | 0.9 | 9 | 6 | -3.9 | 0.9 | 0.9 | -0.2 | -0.1 | -1 | -7 | -20
